High-throughput results as filed in PubChem BioAssay.
PAFAH1B3 FP inh: PAFAH1B3 enzyme inhibitors, primary screen, biochemical, fluorescence polarization, human. recombinant PAFAH1B3, FP-rhodamine probe. inhibition, % at 3.39 µM. Platelet-activating factor acetylhydrolase IB subunit alpha1 (Homo sapiens), Q15102. hit rate 0.28% among 340,000;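 active means inhibition above the screen-wide average of all tested compounds plus 3 SD, cut at about 25% in these data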;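 further: 0% = enzyme with DMSO only and 100% = wells lacking PAFAH1B3 protein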
Target sequence (Q15102 whole entry, looked up): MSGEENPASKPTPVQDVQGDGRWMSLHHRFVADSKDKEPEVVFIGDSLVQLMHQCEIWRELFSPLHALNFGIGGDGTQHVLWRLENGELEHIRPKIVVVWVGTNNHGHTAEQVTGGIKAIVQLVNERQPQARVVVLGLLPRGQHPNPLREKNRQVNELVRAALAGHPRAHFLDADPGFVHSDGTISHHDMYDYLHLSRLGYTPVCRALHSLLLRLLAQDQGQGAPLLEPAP
PAFAH1B2 FP inh: PAFAH1B2 enzyme inhibitors, primary screen, biochemical, fluorescence polarization, human; recombinant PAFAH1B2, FP-rhodamine activity probe; Platelet-activating factor acetylhydrolase IB subunit alpha2 (Homo sapiens), P68402; inhibition, % at 3.39 µM; hit rate 1.2% among 340,000;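 active means inhibition above the mean of all tested compounds plus 3 SD, cut at about 24% in these data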;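 further: 0% = enzyme with DMSO and 100% = wells lacking PAFAH1B2; many of its hits are not listed in these tables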
LYPLA1 inh: LYPLA1 inhibitors, primary screen, counter-screen for PME1 inhibitor project, biochemical, fluorescence polarization, FP-Rh probe ABPP; Acyl-protein thioesterase 1 (Homo sapiens), O75608; recombinant LYPLA1; inhibition, % at 5.9 µM; hit rate 0.16% among 320,000; AID 2174, 2009;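 active means inhibition above the mean of all tested compounds plus 3 SD, set per campaign, cut at about 14% in these data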;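 further: inhibitors block serine hydrolase probe labeling of LYPLA1 so polarization falls; 0% = enzyme with DMSO and 100% = wells lacking LYPLA1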
PAD4 FP inh: human PAD4 inhibitors, primary screen, biochemical, fluorescence polarization, 1536-well format | Protein-arginine deiminase type-4 (Homo sapiens), Q9UM07 | recombinant PAD4, RCA probe fluorescence polarization | inhibition, % at 6.36 µM | hit rate 0.41% among 330,000;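 active means percent inhibition above a cutoff equal to the mean of all tested compounds plus 3 SD, cut at about 15% in these data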;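 further: 0% = PAD4 with RCA probe and DMSO and 100% = probe without PAD4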
GSTO1 inh: inhibitors of recombinant GSTO1, primary screen, counter-screen for RBBP9 inhibitor project, biochemical, fluorescence polarization | hit rate 1.1% among 300,000 | inhibition, % at 5.96 µM | Glutathione S-transferase omega-1 (Homo sapiens), P78417 | activity-based probe fluorescence polarization;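 active means inhibition above the campaign mean inhibition plus 3 SD, cut at about 35% in these data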;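 further: 0% = GSTO1-1 with DMSO and 100% = wells lacking GSTO1-1 enzyme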
LYPLA2 inh: LYPLA2 inhibitors, primary screen, counter-screen for PME1 inhibitor project, biochemical, fluorescence polarization, FP-Rh probe ABPP. Acyl-protein thioesterase 2 (Homo sapiens), O95372. recombinant LYPLA2. inhibition, % at 5.9 µM. hit rate 0.38% among 320,000. AID 2177, 2009;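 active means inhibition above the screen-wide mean plus 3 SD, limit set per campaign, cut at about 26% in these data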;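 further: 0% = LYPLA2 with DMSO and 100% = wells lacking LYPLA2 enzyme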
Target sequence (O95372 whole entry, looked up): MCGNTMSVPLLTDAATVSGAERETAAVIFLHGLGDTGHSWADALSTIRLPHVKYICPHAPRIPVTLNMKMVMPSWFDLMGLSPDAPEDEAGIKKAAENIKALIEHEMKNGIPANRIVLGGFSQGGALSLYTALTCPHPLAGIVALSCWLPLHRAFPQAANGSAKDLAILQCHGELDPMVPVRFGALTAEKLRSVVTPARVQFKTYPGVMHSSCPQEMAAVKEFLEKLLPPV
pPAFAH inh: pPAFAH enzyme inhibitors, primary screen, biochemical, fluorescence polarization, human; recombinant pPAFAH, FP-rhodamine probe fluorescence polarization; Platelet-activating factor acetylhydrolase (Homo sapiens), Q13093; inhibition, % at 3.39 µM; hit rate 1.5% among 330,000;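 active means inhibition above the mean inhibition across the screen plus 3 SD, cut at about 25% in these data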;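 further: inhibitors block binding of the rhodamine activity-based probe so polarization drops; 0% = enzyme with DMSO and 100% = wells lacking pPAFAH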
PME-1 primary: PME-1 inhibitors via competitive probe labeling, primary screen, biochemical, fluorescence polarization, FP-Rh probe, HTS | inhibition, % at 5.9 µM | recombinant PME-1 | Protein phosphatase methylesterase 1 (Homo sapiens), Q9Y570 | AID 2130, 2009 | hit rate 0.53% among 320,000;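 active means inhibition above the campaign mean of all compounds plus 3 SD, cut at about 26% in these data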;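 further: competitive labeling of PME-1 active site by serine hydrolase directed probe; 0% = PME-1 with DMSO and 100% = wells lacking PME-1 enzyme; inhibitors block probe labeling so polarization falls and inhibition rises; many of its hits are not listed in these tables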
Target sequence (Q9Y570 whole entry, looked up): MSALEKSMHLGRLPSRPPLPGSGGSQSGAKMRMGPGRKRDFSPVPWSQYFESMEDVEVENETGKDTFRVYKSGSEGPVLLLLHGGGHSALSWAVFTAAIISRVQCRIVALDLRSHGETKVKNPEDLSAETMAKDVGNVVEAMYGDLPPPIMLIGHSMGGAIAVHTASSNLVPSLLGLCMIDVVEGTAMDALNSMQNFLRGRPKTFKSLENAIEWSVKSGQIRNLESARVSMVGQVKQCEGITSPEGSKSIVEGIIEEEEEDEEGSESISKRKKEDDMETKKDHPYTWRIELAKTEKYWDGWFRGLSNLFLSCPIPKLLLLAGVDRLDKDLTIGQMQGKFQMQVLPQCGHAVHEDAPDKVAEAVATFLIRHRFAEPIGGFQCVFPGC
PREPL inhibitor: PREPL enzyme inhibitors, primary screen, biochemical, fluorescence polarization; Prolyl endopeptidase-like (Homo sapiens), Q4J6C6; recombinant PREPL, fluorescence polarization activity-based probe; inhibition, % at 5.96 µM; hit rate 0.68% among 320,000; AID 2751, 2010; in the data active means inhibition above about 43%;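 further: 0% = enzyme with DMSO and 100% = wells lacking enzyme; many of its hits are not listed in these tables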
Numbers without * were called inactive; · = no result given; & = joins results of further samples. Not all compounds are listed, so the mix of outcomes need not match the whole.

SMILES	PAFAH1B3 FP inh	PAFAH1B2 FP inh	LYPLA1 inh	PAD4 FP inh	GSTO1 inh	LYPLA2 inh	pPAFAH inh	PME-1 primary	PREPL inhibitor
CCOC(=O)c1[nH]c(C)c(/C(O)=C2\C(=O)C(=O)N(CCN(C)C)C2c2ccc(C)o2)c1C (configuration not stated)	8	6	-3	3	4	4	10	-6	3
COc1ccccc1N=C(C)C1=C(O)CSC1=O	-5	1	0	0	-1	9	6	4	12
O=C(Nc1ccc(Br)cc1Cl)c1ccc(OCC2CCCO2)cc1 (configuration not stated)	0	-1	·	0	·	·	18	·	6
Oc1ccc(C=Nc2ccc(N3CCOCC3)cc2)c(O)c1	2	9	1	12	19	8	26*	-2	15
COc1ccccc1OCC(=O)Nc1ccc(S(=O)(=O)Nc2onc(C)c2C)cc1	6	0	-1	1	0	-5	2	3	-4
Cc1ccc(Cn2c(=N)c(C(=O)NCCN3CCOCC3)cc3c(=O)n4ccccc4nc32)cc1	1	2	-2	-3	-1	-2	0	-6	18
COc1ccc(NC(=O)CSc2nc3ccsc3c(=O)n2CCC(=O)O)c(OC)c1	7	4	2	4	4	10	4	7	15
N=C(N)n1c(N)nc2ccccc2c1=O	7	-2	0	-3	-3	1	2	0	12
Cc1ccc(C)c(N(C)S(=O)(=O)c2ccc3c(c2)oc(=O)n3C)c1	-10	6	-1	6	-1	-1	6	0	-4
CCOC(=O)[C@H]1[C@H]2COc3cc(OC)ccc3[C@@H]2N2C(=O)c3cc(C)ccc3NC(=O)[C@@]12C	11	-2	-3	16*	2	-10	0	5	-6
Cc1cccc(C)c1NC(=O)CNC(=O)C1CCCN(C(=O)c2ccc(Cl)cc2)C1 (configuration not stated)	4	-1	-1	-3	·	4	1	2	9
CC(C(=O)NCc1ccco1)n1cc([N+](=O)[O-])cn1 (configuration not stated)	4	-2	-2	1	-1	-5	-2	-4	15
NC(=O)c1ccsc1NC(=O)CCS(=O)(=O)c1ccccc1	4	1	2	-4	6	1	-1	-1	-2
Cc1cc(C(=O)CN2C(=O)NC(C)(c3cccc(Br)c3)C2=O)c(C)n1Cc1ccco1 (configuration not stated)	0	-1	-7	-3	-6	-11	7	-3	0
Fc1ccc(NC(=S)NCc2cccnc2)cc1	0	2	3	0	1	8	0	0	0
O=C(CC(=O)N/N=C/c1ccccc1O)NCc1cccnc1	0	4	0	-2	4	10	6	0	-1
CCOc1ccc(CNc2ncnc(N)n2)cc1	-1	4	4	-3	4	7	1	0	-3
COCC(C)NCC(=O)NC(C)CCc1ccccc1 (configuration not stated)	-3	3	0	0	-6	-4	2	-4	0
Cc1ccc(OCCn2cncn2)c([N+](=O)[O-])c1	3	-1	0	-3	0	5	7	-6	-9
Cc1nnc(SCC(=O)NC2CCC(C)CC2)s1 (configuration not stated)	11	0	-1	1	4	7	1	-4	-1
Cc1nc2ccccc2c(=O)n1-c1cccc(NS(=O)(=O)c2ccccc2)c1	5	1	-3	-1	5	-2	5	3	-27
CC1(C)CC2(CC(c3ccccc3)Oc3cc(O)ccc32)NC(=O)N1 (configuration not stated)	·	·	2	-1	-4	12	2	-2	6
Cc1ccc(CNC(=O)c2cncc(Br)c2)cc1	8	5	-1	-3	-8	3	-1	-3	8
O=C(CN(Cc1ccccc1)C(=O)CNS(=O)(=O)c1ccc(Cl)cc1)NCC1CCCO1 (configuration not stated)	-3	6	7	0	5	-1	3	-5	-1
O=C(NCCc1ccc(Cl)cc1)c1cc(S(=O)(=O)N2CCCCC2)c[nH]1	12	18	-2	0	-4	-7	4	-4	5
O=C1NC(=Nc2cccnc2)S/C1=C\c1cccc(F)c1	-10	-1	-4	-8	-19	-2	-1	-5	-7
Cc1oc2c(C)c3oc(=O)c(CC(=O)N[C@@H](CC(C)C)C(=O)N[C@@H](Cc4ccccc4)C(=O)O)c(C)c3cc2c1C	7	11	-2	-2	-4	1	1	-1	18
COc1ccc(S(=O)(=O)N2CCCC(C(=O)NCc3ccccn3)C2)cc1Cl (configuration not stated)	-1	-1	3	-3	14	0	5	7	-1
Cc1ccc(-c2[nH]ncc2CNCCc2cnn(-c3ccccc3)c2)cc1C	-5	10	-3	-5	-1	-3	5	-3	-33
CC1(C)CC(=O)C(CCCN2C(=O)c3ccccc3C2=O)C(=O)C1	-1	3	5	-1	0	2	0	0	18
CC(C)c1cc(C(=O)Nc2sc3c(c2C#N)CCC3)no1	6	8	-1	-7	-2	-1	5	0	-1
COc1ccc(-n2c(SCC(=O)N(C)c3ccccc3)nc3c([nH]c4ccccc43)c2=O)cc1OC	6	11	-2	0	2	2	-1	2	2
COc1cc(C(=O)N2CCC3(CC2)NCCc2[nH]cnc23)cc(OC)c1OC	6	7	-1	1	4	12	3	3	9
CCCCC(=O)Nc1nn(CC(C)C)c2nc3ccccc3cc12	4	1	0	1	-5	-2	0	-2	-1
CC(=O)Nc1ccc(S(=O)(=O)Nc2nc3ccccc3nc2Nc2ccc(O)c(C(=O)O)c2)cc1	18	8	-2	3	28	3	14	-9	-2
CC(OC(=O)c1nc(Cl)ccc1Cl)C(=O)Nc1ccccc1F (configuration not stated)	1	2	0	0	2	7	5	-5	20
Cc1ccc(C)c(S(=O)(=O)NCc2ccncc2)c1	10	2	-4	-10	2	-5	-4	1	2
Cc1nnc2sc(-c3cccc(F)c3)nn2c1=O	12	4	-1	0	6	0	10	7	11
CC(C)C(=O)Nc1ccc(N2CCCC2)c(Cl)c1	7	2	-3	-2	16	0	4	1	10
Cc1ccc(NC(=O)c2scc3c2CCCC3)cc1	-1	6	4	-1	-4	6	-1	3	4
Cc1cccn2c(=O)c3cc(C(=O)NC4CCCCC4)c(=N)n(CCN4CCOCC4)c3nc12	5	5	-2	2	-2	0	0	5	11
CN(Cc1ccc(F)cc1)Cc1nc(-c2cnccn2)no1	1	2	-2	-1	1	-6	-2	-4	-10
Cc1ccc(C(=O)c2ccccc2C(=O)OCC(=O)N2C(C)CCCC2C)cc1 (configuration not stated)	6	1	-2	-2	·	0	-3	4	16
COc1ccc(NC(=O)c2ccc(C)cc2Cl)c([N+](=O)[O-])c1	1	3	1	-3	-2	11	7	0	-8
CC1=NN(/C(=N\c2nnc(C)s2)Nc2ccccc2)[C@H](c2ccc(C)cc2)S1	1	7	-1	6	0	4	4	-3	-4
Cn1c2ccccc2c(=O)c2c(=O)n(Cc3ccco3)c(COc3ccccc3)nc21	5	2	-5	-9	8	7	20	-2	10
CCn1c(SCC(=O)c2ccccc2)nnc1-c1cc2cc(Br)ccc2o1	5	0	-2	-5	9	-1	5	0	0
COc1ccc(-c2nnc(SCCC(=O)O)n2-c2ccccc2)cc1	3	3	-1	1	-2	4	3	1	10
CC1CCC(C(C)C)C(OC(=O)Cn2c(-c3ccc(Cl)cc3)[n+](C)c3ccccc32)C1 (configuration not stated)	1	-1	2	-4	3	9	7	2	43*
COc1cc(C2Nc3ccc4ncccc4c3C3=C2C(=O)CCC3)ccc1O (configuration not stated)	-3	4	2	1	4	-2	8	-1	22
O=C(NCc1ccccc1C(F)(F)F)C1CC(c2ccccc2C(F)(F)F)=NO1 (configuration not stated)	9	4	0	6	0	-1	-1	5	-1
CC(=O)Nc1sc2c(c1C(c1cccc(F)c1)N1CCN(CCO)CC1)CCCC2 (configuration not stated)	5	6	0	-1	6	-4	0	9	39
CCOC(=O)c1cccc(N/C=C/C(=O)c2ccc(OC)c(OC)c2)c1	2	-2	-2	-5	-14	-5	1	-6	16
CN(C(=O)COC(=O)c1ccccc1NCc1ccco1)c1c(N)n(Cc2ccccc2)c(=O)[nH]c1=O	1	1	-2	3	2	1	12	3	-4
C#CC(C)(CC)NC(=O)c1cc(OC)c(OC)c(OC)c1 (configuration not stated)	1	2	-2	2	-2	-4	4	4	0
CC(=O)Nc1ccc(OC(=O)c2cc([N+](=O)[O-])ccc2Cl)cc1	-1	5	1	0	13	-1	1	-1	18
Cc1c(Br)c(C(F)(F)F)nn1CC(=O)NCC1CCCO1 (configuration not stated)	9	2	0	-2	2	-2	2	-2	3
COc1ccc(C(=O)NCCn2cc(SCC(N)=O)c3ccccc32)cc1	5	7	-2	-4	6	3	-6	-3	2
CCN1C(=O)[C@@H]2[C@@H](c3ccc(-c4ccc(Cl)c(Cl)c4)cc3)N3CCC[C@@]3(C(=O)OC)[C@@H]2C1=O	-15	-1	·	-2	·	·	4	·	23
CCCc1cc(C(=O)NC2CCCCC2)no1	2	0	3	3	2	3	7	1	5
Following part:
SMILES	PAFAH1B3 FP inh	PAFAH1B2 FP inh	LYPLA1 inh	PAD4 FP inh	GSTO1 inh	LYPLA2 inh	pPAFAH inh	PME-1 primary	PREPL inhibitor
O=C(NCCNC(=O)c1ccc(Br)o1)c1ccc(Br)o1	7	-1	0	2	4	0	4	-2	0
CCc1ccccc1NC(=S)N1CCC(C(=O)c2ccc(F)cc2)CC1	7	2	0	5	6	1	-3	-2	16
O=c1cc(CSc2nnnn2-c2ccccc2)nc(Nc2ccc(F)cc2)[nH]1	-4	2	-2	-8	-14	-3	6	11	-5
CCCCCC1CCC(c2ccc(C(N)=O)cc2)CC1 (configuration not stated)	8	-1	0	1	0	16	0	-1	11
Cc1ccccc1C(=O)NN1CC(C(=O)OCc2ccc(Cl)c(Cl)c2)CC1=O (configuration not stated)	3	-5	5	-3	4	20	21	-3	-8
CC(C)N(Cc1ccccc1)C(=O)/C=C/c1ccccc1[N+](=O)[O-]	-9	8	-1	-6	3	6	8	8	2
Cc1ccc(NC(=O)CSc2nn3c(=O)c(C)nnc3s2)cc1Cl	4	-2	-3	8	5	1	-6	-11	1
CCN(C(=O)COC(=O)c1[nH]c(C)c(C(C)=O)c1C)C1CCS(=O)(=O)C1 (configuration not stated)	1	2	0	0	4	-2	5	-2	0
O=C(O)CCc1ccc(-c2cccs2)o1	17	4	-3	-4	-4	8	20	6	10
COC(=O)C1CCN(c2ccc([N+](=O)[O-])cc2[N+](=O)[O-])CC1	0	-1	3	-1	8	5	4	-3	4
O=c1[nH][nH]c(-c2ccccc2)c1C=Nc1ccccc1	2	-4	-3	-3	1	-4	4	4	-5
CCc1nnc(NC(=O)c2ccc(Cl)c(S(=O)(=O)N3CCc4ccccc4C3)c2)s1	8	6	-3	2	-8	2	8	-11	-8
COc1ccc(C(=O)N/C(=C\c2cccc([N+](=O)[O-])c2)C(=O)Nc2cccc(C(=O)O)c2)cc1	7	5	-1	-1	-4	4	3	-1	13
CS/C(=N\S(=O)(=O)c1cccs1)Nc1ccc(Br)cc1F	1&0	5&4	2	2	1	-3	2	2	-9
